# Screening results as filed in PubChem BioAssay.
# LGR2 inh – inhibitors of bursicon-induced Drosophila LGR2 receptor cAMP signaling. HEK293 LGR2, CRE-luciferase, bursicon-stimulated, 4 h. inhibition, % at 9.99 µM. actives 0.35% (n = 380,000);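 active = drop in luminescence signal, shown as inhibition above about 50% in the replicate tests, limit read from the data, passing the limit was not always enough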;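 also: agonist challenge used bursicon conditioned medium at about half maximal strength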
# PAX8 reporter – lowers PAX8-driven luciferase in RMG-I cells. actives 1.2% (n = 360,000). inhibition, % at 12.6 µM. RMG-I TPO-luciferase reporter, SteadyGlo, 24 h;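 active = mean replicate inhibition at least 60% with every replicate also reaching 60%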;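 also: luciferase light reporting Pax8 driven TPO promoter activity; plate controls were median of neutral control wells for no effect and mitoxantrone controls for full effect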
# GSIS activator – primary screen for activators of insulin secretion dependent on glucose, INS-1E cells, GLuc reporter luminescence. INS-1E GLuc reporter insulin secretion, 2-3 h. activation, % at 16.6 µM. actives 0.61% (n = 370,000). AID 743287;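 active = lowest replicate activation of at least 40%, so every replicate reaches that level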;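 also: 0% = median of neutral control wells and 100% = median of IBMX positive control wells; some compounds called inactive have numbers as strong as hits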
# Numbers without * were called inactive; & = joins results of further samples. These rows are one share of the data; rates above refer to the full screens.
# Sample of the layout, two compounds:
SMILES,LGR2 inh,PAX8 reporter,GSIS activator
O=C(C(=O)N1CCC(CNS(=O)(=O)c2cc(C(F)(F)F)cc(C(F)(F)F)c2)CC1)c1cccs1,15,4,-21
Nc1[nH]c(C(=O)c2ccccc2)c(-c2ccncc2)c1C(=O)NCc1cccc2ccccc12,17,-12,49*

# The whole of this part, repeating the preview:
SMILES,LGR2 inh,PAX8 reporter,GSIS activator
O=C(C(=O)N1CCC(CNS(=O)(=O)c2cc(C(F)(F)F)cc(C(F)(F)F)c2)CC1)c1cccs1,15,4,-21
Nc1[nH]c(C(=O)c2ccccc2)c(-c2ccncc2)c1C(=O)NCc1cccc2ccccc12,17,-12,49*
CCOC(=O)C1=Nc2cccc3c(O)ccc1c23,-10,-17,19
COCCOC(=O)C1=C(C)NC2(O)c3ccccc3C(=O)C12O (configuration not stated),-5,6,-3
O=C(CSc1ccc(-c2cccnc2)nn1)N1CCCc2ccccc21,5,14,6
CCCCN1C(=O)C(CC(=O)NC2CCCC2)CC(C(=O)N2CCCCCC2)=C1C (configuration not stated),-3,-1,16
COc1ccccc1CNC(=O)C(C)Sc1ccsc1[N+](=O)[O-] (configuration not stated),-4,1,2
Cc1ccc(S(=O)(=O)N2[C@H](CC(=O)OCc3ccccc3)OC[C@@H]2C(C)C)cc1,0,2,-1
O=C(CN1CCCC1=O)NC1C2CC3CC(C2)CC1C3 (configuration not stated),7,13,8
COC(=O)/C=C1\OC(C)c2ccccc21 (configuration not stated),-3,0,17
COc1cccc(-c2oc3c(c2C(=O)OCCN(C)C)C(O)CCC3)c1 (configuration not stated),7,3,4
O=C(NCC1CCN(C(=O)C(=O)c2cc3ccccc3o2)CC1)c1cccnc1,1,5,12
CCCN(C)C1CN(Cc2cn(Cc3ccc(C)cc3)nn2)S(=O)(=O)C1 (configuration not stated),11,-3,14
O=C(c1ccco1)N1CCN(C(=O)c2ccco2)CC1,13,-6,0
O=[N+]([O-])c1ccc(S(=O)(=O)N/N=C/c2ccco2)cc1,-11,19,-3
CCCN(CC(=O)Nc1cc(Cl)ccc1Cl)C(=O)c1ccccc1SCC(=O)N1CCCC1,-11,1,-27
CCOC(=O)[C@]12CCC=C1N(CCC1=CCCCC1)C(=O)[C@H](CC(=O)NCCC(C)C)C2,-5,3,-27
CC1(C)C(=O)OC(c2cccn2-c2cccc([N+](=O)[O-])c2)C2(CCCCC2)C1=O (configuration not stated),-4,22,-18
COc1ccccc1C(=O)NCCC(=O)NC(C)CCc1ccccc1 (configuration not stated),1,-4,17
COc1ccc(-c2nc(CSCC(=O)NC3CCCC3)c(C)o2)cc1OC,0,-12,21
O=C(C(=O)N1CCC(CNS(=O)(=O)c2cccc(C(F)(F)F)c2)CC1)c1cc2ccccc2o1,9,38,-36
COc1cc(-c2ccc(NC(=O)NC3CC3)c(OC)c2)ccc1NC(=O)NC1CC1,5,29,-6
CC(NC(=O)COc1ccc([N+](=O)[O-])cc1)c1ccccc1 (configuration not stated),-4,16,1
C=CCN=C1NC(c2cccc(Cl)c2)C(C(=O)OC)=C(C)N1C (configuration not stated),-3,-83,-3
O=C(OCc1nc2ccccc2s1)c1cc2ccccc2oc1=O,-75,-36,-37
COC(=O)C1=C(C)N(Cc2ccc(Cl)cc2)C(=S)NC1c1ccc(F)cc1 (configuration not stated),6,4,-39
COc1cc(CNCCCN2CCOCC2)cc(Cl)c1OCC(=O)NC(C)(C)C,7,-28,22
Cn1c(SCC(=O)N2CCCC2)nc2ccccc21,-15,-7,2
COc1cccc2cc(C(=O)N(Cc3cccs3)CC3CCCO3)c(=O)oc12 (configuration not stated),11,-15,4
O=C(NCc1cccc(C(F)(F)F)c1)c1cccc(Cl)c1Cl,0,-17,-11
Cc1cc(NC(=O)c2ccc(C)s2)n(-c2nc3ccccc3[nH]2)n1,-32,-39,14
O=C(CCl)N(Cc1cc(=O)[nH]c2ccccc12)c1ccccc1,34,53,-1
COc1ccc(-n2nnnc2C2c3ccccc3C(=O)N2C2CCN(Cc3ccccc3)CC2)cc1 (configuration not stated),10,12,3
O=C(CSc1ccsc1[N+](=O)[O-])N1CCCCCC1,-13,12,-3
O=C(C(=O)N1CCN(S(=O)(=O)c2ccc(F)cc2)CC1)c1cccc(C(F)(F)F)c1,1,15,-36
CC(NC(=O)c1c(N)[nH]c(C(=O)c2ccccc2)c1-c1ccccc1Br)c1cccc2ccccc12 (configuration not stated),-8,-19,-22
Nc1ccc(N=Nc2ccc(N)cc2)cc1,-50,-138,0
CCCN1CCCCC(NC(=O)COCc2ccccc2)C1=O (configuration not stated),9,15,4
COC(=O)[C@]12CCCCC=C1N(Cc1ccc(Cl)cc1Cl)C(=O)[C@H](CC(=O)NCC13CC4CC(CC(C4)C1)C3)C2,22,-1,13
COc1ccc(OCC(O)CNC(=O)c2ccc(OC)cc2)cc1 (configuration not stated),-7,-14,-10
Cc1cccc(C)c1NC(=O)C(CCc1ccccc1)n1c(=O)c(-c2ccccc2)nc2ccccc21 (configuration not stated),3,16,-54
CCCn1c2ccc(F)cc2c2nnc(SCCN3CCCCC3)nc21,-4,1,24
O=C(COC(=O)CCc1nc2ccccc2c(=O)[nH]1)Nc1c(Cl)cccc1C(F)(F)F,4,-16,8
Cc1ccc2nc(-c3ccc(C#N)cc3)c(Cc3ccccc3)n2c1,-20,-65,-19
CCOP(=O)(c1ccccc1)C(O)c1ccc(Br)cc1 (configuration not stated),2,5,45
O=C1CCCC/C1=C/NCc1ccc(F)cc1,0,4,5
CC1CC(NC(=O)c2c(O)nc3sccn3c2=O)CC(C)(C)C1 (configuration not stated),-15,9,-16
N#CC(C#N)=C1C=C2C=C(N3CCCCCC3)CCC2CC1 (configuration not stated),11,18,0
O=C(C[C@@H]1CC[C@H]2[C@@H](COC[C@H](O)CN2S(=O)(=O)c2ccccc2)O1)NCCN1CCCC1,9,-31,12
Oc1ccc(F)c(CN2CCN(c3ncc(Cc4ccccc4)cn3)CC2)c1,8,8,-20
Cc1ccc(-n2c(-c3cccs3)nc3nc4ccccc4nc32)cc1,-1,2,20
CCOC(=O)/C(C#N)=C\c1ccc(O)c(OC)c1,-11,-36,38
CCC(CC)C(C(=O)NC1CCCC1)N1CCN(c2cc(C)nc3ccccc23)CC1 (configuration not stated),-7,5,-4
COc1cc(OC)cc(C2=Cc3ccc(OC)cc3C(CC(C)=O)N2c2ccc(C#CC3(O)CCCCC3)cc2)c1 (configuration not stated),-31,56,-13
COC(=O)Cn1c2ccccc2c(=O)n1C(C)C,-10,2,22
COC(=O)[C@@]12C[C@@H](CC(=O)N3CCCCC3)C(=O)N(Cc3ccccc3)C1=CCC(C)(C)C2,-1,3,-17
CCOC(=O)c1ccc(N2CCN(c3cc(C)ccc3C)CC2)c(N)c1,23,-1,-13
O=C(Cc1c[nH]c2ccccc12)Nc1ccc(Nc2cccnc2)c(-c2ccc(Cl)c(Cl)c2)c1,0,33,-11
Cc1c(C#N)sc(C(N)=O)c1C,4,-10,5
O=C(C[C@@H]1C=C[C@@H](NC(=O)c2cccnc2)[C@@H](CO)O1)NCc1ccncn1,11,4,12&7

# Nothing new here: three of the compounds above.
SMILES,LGR2 inh,PAX8 reporter,GSIS activator
COC(=O)[C@@]12C[C@@H](CC(=O)N3CCCCC3)C(=O)N(Cc3ccccc3)C1=CCC(C)(C)C2,-1,3,-17
CCOC(=O)c1ccc(N2CCN(c3cc(C)ccc3C)CC2)c(N)c1,23,-1,-13
O=C(Cc1c[nH]c2ccccc12)Nc1ccc(Nc2cccnc2)c(-c2ccc(Cl)c(Cl)c2)c1,0,33,-11

# Continued.
SMILES,LGR2 inh,PAX8 reporter,GSIS activator
Cc1ccc(C)n1-c1ccc(C#N)cn1,-3,-16,-9
CC(C)CC1NC(=O)c2ccccc2-n2c1nc1ccc(F)cc1c2=O (configuration not stated),-12,7,-5
CN1CCN(C(=O)c2cc3c(c(-c4cccc(Br)c4)n2)[C@H](CCO)N([S@@](=O)C(C)(C)C)C3)CC1,16,-4,-2
CCCc1nc2cc(C)c(Br)c(C)n2c1Cc1ccccc1OC,6,4,21
Cc1ccccc1C(=O)OCCN(C)Cc1ccccc1,-4,6,3
COC(=O)[C@@]12C[C@@H](CC(=O)NCCCCc3ccccc3)C(=O)N(Cc3cccc4ccccc34)C1=CCC(C)(C)C2,-8,30,16
COc1ccc2c3c([nH]c2c1)[C@@H](CO)N(CC1CCOCC1)CC31CN(C(=O)C2CCOCC2)C1,-2,0,3
O=C1NC[C@@H](CCCCN2C[C@H](Cc3ccccc3)N(CCc3ccccc3)C(=O)C2=O)N(Cc2ccccc2)C1=O,14,6,-26
Nc1ccc2nc(C(F)(F)F)[nH]c2c1,8,1,-2
CCOCCCNC(=O)C(Cc1ccccc1)NS(=O)(=O)c1cccc2nsnc12 (configuration not stated),10,9,10
Cc1cccc(C)c1NC(=O)C(c1ccncc1)n1c(=O)c(-c2ccco2)nc2ccccc21 (configuration not stated),-8,-32,-3
Cc1ccc(-c2cc(C(F)F)n3ncc(C(=O)NN4CCCCC4)c3n2)cc1,-9,9,2

# One compound at a time, as listed above:
# Cc1cccc(C)c1NC(=O)C(c1ccncc1)n1c(=O)c(-c2ccco2)nc2ccccc21 (configuration not stated) as listed: LGR2 inh = -8; PAX8 reporter = -32; GSIS activator = -3
# O=C1NC[C@@H](CCCCN2C[C@H](Cc3ccccc3)N(CCc3ccccc3)C(=O)C2=O)N(Cc2ccccc2)C1=O as listed: LGR2 inh = 14; PAX8 reporter = 6; GSIS activator = -26
# COc1ccc2c3c([nH]c2c1)[C@@H](CO)N(CC1CCOCC1)CC31CN(C(=O)C2CCOCC2)C1 as listed: LGR2 inh = -2; PAX8 reporter = 0; GSIS activator = 3

# The list goes on:
SMILES,LGR2 inh,PAX8 reporter,GSIS activator
Cc1nc(C)c(NC(=O)OC(C)C)cc1NC(=O)OC(C)C,5,-4,2
CC(=O)c1ccc(S(=O)(=O)Nc2ccc(C(=O)N3CCC3)cc2)cc1,14,-1,9
Cc1ccc(C(=O)N2CCC[C@@H]2C(=O)N2CCC[C@@H]2C(=O)NCc2ccccc2)cc1C,14,6,3
O=C(Cn1cnc([N+](=O)[O-])n1)N/N=C/c1cccc2ccccc12,-22,17,6
COc1ccc(OC)c(S(=O)(=O)CC(=O)c2cc3ccccc3oc2=O)c1,5,10,-7
Cc1ccc2[nH]c(=O)c(CN(CC3CCCO3)C(=S)NCc3ccco3)cc2c1 (configuration not stated),6,18,-1
COc1ccc(-c2nc3ncccn3c2Br)cc1,-35,-65,9
COc1ccc2c3c(n(C)c2c1)[C@@H](CO)N(C(=O)C1CCC1)CC31CN(C(=O)CN(C)C)C1,6,8,4
O=Cc1ccc(-n2cncn2)cc1,9,-8,-1
O=C(Nc1ccccc1)/C(=C/c1cccnc1)NC(=O)c1ccco1,-5,3,8
CCn1c(=NC(=O)c2ccc(S(=O)(=O)N(C)C)cc2)sc2cccc(OC)c21,-6,7,3
N=C(N)CCCOc1ccccc1-c1ccccc1,-12,63*,0
O=C(O)CN=C(Nc1cc(Cl)cc(Cl)c1)NC(c1ccccc1)c1ccccc1,-12,0,-26
CCCCNC(=O)C1C(c2ccc(OC)cc2)=Nc2ccccc2N1C(=O)Cc1cc(OC)cc(OC)c1 (configuration not stated),-20,-3,-17
Cc1ccccc1NC(=O)N(C)[C@H]1C[C@H]2c3[nH]c4c(-c5ccccc5)cccc4c3CCN2C(=O)[C@H]1[C@H](C)O,-5,12,-27
c1ccc(Cc2cnc(N3CCN(Cc4csc5ccccc45)CC3)nc2)cc1,3,30,-3
C=CCNc1ccc(N2C(=O)C3CCC(C)CC3C2=O)cc1[N+](=O)[O-] (configuration not stated),-13,9,-5
C=CCNC(=S)N1C[C@H]2CON(C)[C@H]2C[C@H]1c1ccccc1Br,-6,1,14
COc1cccc(Cn2cnc(-c3ccccc3OC)c2-c2cc(C)cc(C)c2)c1,17,2,-19
COC(=O)[C@]12CCCCC=C1N(Cc1cccc3ccccc13)C(=O)[C@H](CC(=O)NCc1cccs1)C2,23,9,-9
COc1ccc(C(C(=O)NCc2ccccc2)n2c(-c3ccccn3)nc3ccccc32)cc1 (configuration not stated),25,-3,-10
Cc1ccc(SCCC(=O)NC(C(C)C)C(C)C)cc1,6,-11,-5
CCOC(=O)C[C@@H]1OC[C@H](C)N1S(=O)(=O)c1ccc(C)cc1,-7,-10,-2
COc1ccccc1N1CCN(c2ncnc3n[nH]c(Br)c23)CC1,11,42,3
COc1ccc2c3c([nH]c2c1)[C@H](CO)N(C(=O)C1CCC1)CC31CCN(Cc2nccs2)CC1,7,3,2
COC(=O)[C@]12CCCCC=C1N(CCc1ccc(OC)c(OC)c1)C(=O)[C@H](CC(=O)N1CCN(C(=O)c3ccco3)CC1)C2,1,21,-17
O=C(NC1CCCC1)[C@@H]1CCCN1C(=O)[C@@H](NC(=O)N1CCOCC1)C1CCCCC1,-3,-4,39
O=C(NCc1ccccc1)C(c1ccc(F)cc1)N1CCN(c2ccccc2F)CC1 (configuration not stated),14,-1,-31
COC(=O)[C@]12CCCCC=C1N(CCc1ccc(OC)c(OC)c1)C(=O)[C@H](CC(=O)NCCC(C)C)C2,-4,9,-12
COc1ccc(C2=Nc3ccccc3N(C(=O)c3cccnc3)C2C(=O)NC(C)(C)C)cc1 (configuration not stated),-38,-24,11
O=C(C(=O)N1CCN(C(=O)c2cccs2)CC1)c1cccc(C(F)(F)F)c1,-31,-23,-13
COc1ccc(C(C)=O)cc1CSC(=S)N1CCSCC1,-3,12,25
Cc1ccc(OCc2ccc(C(=O)Nc3ccc(C(N)=O)cc3)o2)c([N+](=O)[O-])c1,-3,-3,-7
